# Bioassay records as filed in PubChem BioAssay.
# CHOP UPR activ: activators of apoptotic arm of unfolded protein response (CHOP) | activation, % at 10 µM | hit rate 0.34% among 330,000 | AID 449763 | CHO-CHOP luciferase reporter, UPR activation, luminescence; percent of tunicamycin response over DMSO baseline;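 active means at 10 µM dose, activation of 40% or more, normalized to positive control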;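 further: 100% = tunicamycin at 10 µg/mL and 0% = DMSO alone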
#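 Material: CHO-CHOP cells, stable luciferase reporter of PERK-eIF2a-CHOP signalling; quantity: 500 reporter cells seeded per well; buffer or medium: F12 medium containing 10% fetal bovine serum; compound: one dose, 10 µM in 0.5% DMSO; incubation: 6 h compound treatment, 37 °C; measured by: Steady-Glo luciferase luminescence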
# Mdm2 MdmX PPI: human Mdm2/MdmX binding inhibition; inhibition, % at 8 µM; O15151+Q00987; hit rate 3% among 330,000; SaOS-2 split-luciferase Mdm2/MdmX complementation, luminescence; AID 485346;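 active means inhibition of at least 50% at 8 µM in the primary screen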
# TIM10 inh: inhibits growth of TIM10 yeast strain | AID 463195 | S. cerevisiae TIM10 strain growth, BacTiter-Glo luminescence, 24 h | hit rate 1.4% among 330,000 | inhibition, % at 10 µM;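 active means inhibition of 40% or more at the single tested concentration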;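 further: wild-type TIM10 isogenic control strain grown at permissive 25 °C; 0% = DMSO yeast wells and 100% = minimal medium wells without yeast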
# tim23-1 inh: growth inhibitors of tim23-1 mutant yeast; inhibition, % at 20 µM; hit rate 1.3% among 330,000; S. cerevisiae tim23-1 growth, BacTiter-Glo luminescence, 24 h;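 active means growth inhibition of the mutant yeast at or above 50%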;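 further: temperature-sensitive mutant grown at 25 °C; plate controls were DMSO-treated mutant yeast for no effect and medium wells lacking yeast for full effect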
# APJ agonist: APJ receptor agonism | CHO-K1 APJ PathHunter beta-arrestin, luminescence; 0% DMSO wells, 100% apelin | activation, % at 20 µM | hit rate 0.11% among 330,000;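 active means activation more than six SD over the plate average, tested at 20 µM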;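 further: 0% = DMSO alone and 100% = apelin-13 at 10 nM; some results filed as inactive read as strong as hits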
# Target sequence (P35414 whole entry, looked up): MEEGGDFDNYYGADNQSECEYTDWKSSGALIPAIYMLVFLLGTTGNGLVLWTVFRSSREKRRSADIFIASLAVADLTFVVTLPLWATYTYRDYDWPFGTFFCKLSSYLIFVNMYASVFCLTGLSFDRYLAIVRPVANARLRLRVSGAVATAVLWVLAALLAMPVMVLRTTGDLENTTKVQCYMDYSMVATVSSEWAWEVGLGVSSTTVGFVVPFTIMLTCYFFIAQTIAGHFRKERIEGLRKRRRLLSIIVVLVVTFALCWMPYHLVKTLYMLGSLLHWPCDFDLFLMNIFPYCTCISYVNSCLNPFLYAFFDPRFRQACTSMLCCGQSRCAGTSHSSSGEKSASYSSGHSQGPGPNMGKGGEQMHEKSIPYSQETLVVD
#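 Assay system – PathHunter CHO-K1 APJ (AGTRL-1) beta-arrestin reporter cells · Compound – one dose, 20 µM compound, 1% DMSO · Timing – compound 90 min 25 °C, reagent 1 h · Measured by – luminescence from split beta-galactosidase complementation, Galacton Star/Emerald II substrate · Measure – beta-arrestin recruitment to APJ as agonist activity, luminescent signal · Benchmarks – DMSO vs Apelin-13 10 nM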
# tim10-1 inh: tim10-1 yeast growth inhibition. S. cerevisiae tim10-1 ts strain growth, BacTiter-Glo, 24 h. inhibition, % at 20 µM. hit rate 2.2% among 330,000;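 active means inhibition of at least 40%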;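 further: mutant grown at 25 °C; 0% = DMSO wells with yeast and 100% = wells holding no yeast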
# XBP1 UPR activ: adaptive UPR (XBP1) activation; activation, % at 20 µM; AID 463104; hit rate 0.33% among 330,000; CHO-XBP1 luciferase reporter, IRE1-XBP1 UPR activation, luminescence; percent of tunicamycin response, DMSO as zero;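 active means versus positive control, 20 µM dose yields 30% or more activation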;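 further: 100% = tunicamycin at 10 µg/mL and 0% = DMSO only wells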
#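 Material – CHO cell line with stable XBP1 luciferase reporter · Buffer or medium – F12 plus 10% FBS · Compound – single point, 20 µM final compound, 1% DMSO · Schedule – 16-18 h cell attachment at 37 °C, then 6 h compound exposure · Signal – Steady-Glo luminescence read · Benchmarks – high control tunicamycin 10 µg/mL final, low control DMSO vehicle only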
# CXCR6 inh: blocks human CXCR6 beta-arrestin recruitment | O00574 | hit rate 0.36% among 360,000 | inhibition, % at 20 µM | CHO-K1 PathHunter CXCR6 beta-arrestin, luminescence; in the data active means inhibition above about 34%, passing the limit was not always enough;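 further: antagonist mode with CXCL16 agonist at 10 nM final; 0% = 10 nM CXCL16 with DMSO and 100% = unstimulated wells without agonist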
# Target sequence (O00574 whole entry, looked up): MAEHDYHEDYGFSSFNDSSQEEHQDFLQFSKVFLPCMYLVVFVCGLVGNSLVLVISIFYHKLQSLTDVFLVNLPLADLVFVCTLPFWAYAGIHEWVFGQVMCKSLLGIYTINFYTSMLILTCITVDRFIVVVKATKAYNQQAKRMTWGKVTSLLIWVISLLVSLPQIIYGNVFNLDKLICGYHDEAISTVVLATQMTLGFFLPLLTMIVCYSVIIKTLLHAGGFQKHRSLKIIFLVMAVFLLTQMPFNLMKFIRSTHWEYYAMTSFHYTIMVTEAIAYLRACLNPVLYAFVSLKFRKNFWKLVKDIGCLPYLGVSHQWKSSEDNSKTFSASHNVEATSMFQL
# APJ antagonist: APJ receptor antagonism. CHO-K1 APJ beta-arrestin complementation, luminescence. P35414. inhibition, % at 20 µM. hit rate 0.32% among 330,000;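 active means inhibition above about 40% at 20 µM, limit read from the data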;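 further: cells challenged with 10 nM apelin-13 agonist together with compound; plate controls were apelin-13 plus DMSO wells for no effect and DMSO wells lacking apelin-13 for full effect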
# * hit, by the source's call; . = no result given. The list is partial; the hit share may differ from the screen's.
structure	CHOP UPR activ	Mdm2 MdmX PPI	TIM10 inh	tim23-1 inh	APJ agonist	tim10-1 inh	XBP1 UPR activ	CXCR6 inh	APJ antagonist
Cc1cc(=O)n2[nH]c(C(F)(F)F)c(-c3ccccc3)c2n1	0.0	-11	-5	1	-1	9	0	1	8
CCN(CC)C(=O)COc1ccc(CC(=O)O)cc1OC	1.0	25	7	11	-3	7	1	3	1
CC1=NN(C(=O)CCc2ccccc2)C(O)(c2ccncc2)C1 (stereo not drawn)	-0.4	11	-11	19	-2	-12	-2	1	-3
CC12CCC(=O)N1C(C(=O)Nc1nc(-c3ccccc3Cl)cs1)CS2 (stereo not drawn)	4.2	-2	10	30	-1	26	1	-7	5
Cc1nc2ccccc2c(=O)n1/N=C/c1ccc([N+](=O)[O-])o1	38	20	50*	71*	7	53*	6	.	-21
CC(=O)Nc1ccc(NC(=O)Cc2ccc(S(=O)(=O)N3CCCCC3)s2)cc1	2.4	7	3	0	-3	6	-1	-7	-7
COc1ccc(N2C(=O)CCC(C(=O)NCc3ccccn3)C2c2ccc(F)cc2)cc1 (stereo not drawn)	-1.8	29	-20	13	-5	14	1	1	-17
Cc1ccc(S(=O)(=O)CCSc2nccn2C)cc1	-1.1	6	-7	1	1	-14	3	-7	-9
NC(=S)N(c1ccccc1)c1ccccc1	1.4	-12	6	10	-1	17	0	4	-12
CC(=O)C1=C(O)C(=O)N(CO)C1c1ccccc1F (stereo not drawn)	3.0	20	1	-7	-6	3	0	2	15
O=c1c2ccccc2[nH]c2ccc(F)cc12	2.0	-22	5	6	4	-32	-2	-14	-21
O=C(NCC(c1cccs1)N1CCOCC1)c1cc(-c2ccc(F)cc2)nc2ccccc12 (stereo not drawn)	-1.3	2	36	24	0	17	-2	0	-8
O=C(O)c1ccc(NC2CC(=O)N(Cc3ccccc3)C2=O)cc1 (stereo not drawn)	-2.6	27	4	9	-4	2	2	5	-22
Cc1cccc(-c2nc(-c3ccncc3)no2)c1	-0.6	-84	10	-5	-1	-2	-4	-23	7
Nc1c2c(nc3ccccc13)N(C1CCCCC1)CC2	0.2	23	10	7	-6	9	2	13	17
NS(=O)(=O)c1ccc(NNC(=O)c2ccc(F)cc2F)cc1	-1.4	16	-6	-5	-3	-15	1	-1	11
CC1CCCCC1NC(=O)CSc1ccc([N+](=O)[O-])cc1 (stereo not drawn)	2.7	6	16	38	2	31	-1	9	0
Cc1ccc(CC2SC(N)=NC2=O)cc1 (stereo not drawn)	-0.7	12	-3	13	-1	-19	-1	-6	10
CCCN1CCN(CCCNC(=O)c2cc3c(s2)-c2c(C)cccc2OC3)CC1	2.4	62*	-3	-1	0	15	0	-14	-7
Cc1cc(N2CCN(C)CC2)nc2ccc(NC(=S)NCCCN3CCN(C)CC3)cc12	0.8	34	-15	-29	-2	-27	0	4	-18
O=C(CSc1nnc(-c2ccncc2)o1)NCc1ccc(Cl)cc1	0.2	-14	-21	-39	-2	-44	0	-6	4
C[C@]12C(=O)N(c3ccc(F)cc3)C(=O)N1[C@H]1c3ccccc3OC[C@@H]1[C@H]2c1ccccc1	0.3	22	44*	34	2	26	-1	5	10
COC(=O)C1CN(C(=O)c2cccc(OC(F)F)c2)c2ccccc2O1 (stereo not drawn)	-0.4	-2	0	19	0	16	-1	8	0
NS(=O)(=O)c1ccc(NC(CNS(=O)(=O)c2ccccc2)c2ccccc2)cc1 (stereo not drawn)	0.7	-7	0	5	-4	-3	-4	1	2
CCc1ccccc1NC(=O)CN1CCN(C(=O)c2ccc(OCc3cn4ccccc4n3)cc2)CC1	0.2	16	-7	12	2	-1	-1	-5	-2
CC(OC(=O)c1ccc(Cl)nc1)C(=O)Nc1ccc(S(=O)(=O)N2CCCC2)cc1 (stereo not drawn)	0.6	19	3	-12	1	8	0	6	-14
Cc1cc(/C([O-])=C(/C(=S)Nc2ccc(F)cc2)[n+]2ccccc2)c(C)n1-c1ccc(F)cc1	1.4	25	3	14	1	30	0	6	4
O=C(C1=C(O)C(=O)N(CCN2CCOCC2)C1c1ccc(Br)cc1)c1cc2ccccc2o1 (stereo not drawn)	7.0	-6	5	23	-3	29	0	8	-1
CCN1CCN(CCCCSc2ccccc2)CC1	2.2	4	11	6	-3	-3	-3	.	-18
N=C1SC(c2ccccc2)C(=O)N1c1ncc(Cc2ccccc2Cl)s1 (stereo not drawn)	2.0	30	33	28	2	33	2	28	16
COc1cccc2c1C(=O)C[C@]1(CCCC[C@@H]1C)O2	1.3	19	-3	8	0	1	4	-5	4
CC(OC(=O)CNC(=O)c1ccc2ccccc2c1)C(=O)NC1CCCCC1C (stereo not drawn)	0.0	11	7	24	-1	29	-1	-2	-38
O=S(=O)(c1ccc(Oc2ccc(Cl)cc2)c(S(=O)(=O)N2CCCCC2)c1)N1CCCCC1	1.0	14	11	20	-3	24	-2	2	-22
COc1ccc(CN2CCN(S(=O)(=O)c3ccccc3)CC2)cc1Br	-3.2	3	37	40	-3	36	1	3	10
O=C1NC(=O)c2cc(Oc3ccc([N+](=O)[O-])cc3)ccc21	-2.3	4	-3	12	3	3	-6	-2	11
Cc1ccc(-n2c(N)c(C(=O)Nc3c(C)n(C)n(-c4ccccc4)c3=O)c3nc4ccccc4nc32)cc1	-0.1	35	11	25	1	20	-2	4	3
Cc1ccc2nc(CCl)[n+]([O-])c(-c3ccccc3)c2c1	-1.3	22	13	14	0	10	-1	-8	-15
O=C(CCN1C(=O)S/C(=C\c2ccc(F)cc2)C1=O)Nc1ccc(C(=O)O)c(O)c1	-1.0	-10	8	15	1	13	-1	4	3
Cc1sc2ncn(CC(=O)NCCCC(=O)N3CCC(C)CC3)c(=O)c2c1C	0.2	-3	11	1	-3	-28	-6	-3	-3
COc1ccc(OC)c(CN2C(=O)c3ccccc3C2C(=O)NCC2CCCO2)c1 (stereo not drawn)	0.2	-13	-8	6	-7	5	-2	1	18

# Reformatted field by field: entries from further up.
mol: COc1ccc(N2C(=O)CCC(C(=O)NCc3ccccn3)C2c2ccc(F)cc2)cc1 (stereo not drawn)
  CHOP UPR activ = -1.8; Mdm2 MdmX PPI = 29; TIM10 inh = -20; tim23-1 inh = 13; APJ agonist = -5; tim10-1 inh = 14; XBP1 UPR activ = 1; CXCR6 inh = 1; APJ antagonist = -17
mol: Cc1ccc(S(=O)(=O)CCSc2nccn2C)cc1
  CHOP UPR activ = -1.1; Mdm2 MdmX PPI = 6; TIM10 inh = -7; tim23-1 inh = 1; APJ agonist = 1; tim10-1 inh = -14; XBP1 UPR activ = 3; CXCR6 inh = -7; APJ antagonist = -9

# Part of the list above, with values under each structure.
# Value order – CHOP UPR activ, Mdm2 MdmX PPI, TIM10 inh, tim23-1 inh, APJ agonist, tim10-1 inh, XBP1 UPR activ, CXCR6 inh, APJ antagonist
O=C(C1=C(O)C(=O)N(CCN2CCOCC2)C1c1ccc(Br)cc1)c1cc2ccccc2o1 (stereo not drawn)
→ 7.0, -6, 5, 23, -3, 29, 0, 8, -1
CCN1CCN(CCCCSc2ccccc2)CC1
→ 2.2, 4, 11, 6, -3, -3, -3, ., -18
N=C1SC(c2ccccc2)C(=O)N1c1ncc(Cc2ccccc2Cl)s1 (stereo not drawn)
→ 2.0, 30, 33, 28, 2, 33, 2, 28, 16
COc1cccc2c1C(=O)C[C@]1(CCCC[C@@H]1C)O2
→ 1.3, 19, -3, 8, 0, 1, 4, -5, 4
CC(OC(=O)CNC(=O)c1ccc2ccccc2c1)C(=O)NC1CCCCC1C (stereo not drawn)
→ 0.0, 11, 7, 24, -1, 29, -1, -2, -38
O=S(=O)(c1ccc(Oc2ccc(Cl)cc2)c(S(=O)(=O)N2CCCCC2)c1)N1CCCCC1
→ 1.0, 14, 11, 20, -3, 24, -2, 2, -22
COc1ccc(CN2CCN(S(=O)(=O)c3ccccc3)CC2)cc1Br
→ -3.2, 3, 37, 40, -3, 36, 1, 3, 10
O=C1NC(=O)c2cc(Oc3ccc([N+](=O)[O-])cc3)ccc21
→ -2.3, 4, -3, 12, 3, 3, -6, -2, 11
Cc1ccc(-n2c(N)c(C(=O)Nc3c(C)n(C)n(-c4ccccc4)c3=O)c3nc4ccccc4nc32)cc1
→ -0.1, 35, 11, 25, 1, 20, -2, 4, 3
Cc1ccc2nc(CCl)[n+]([O-])c(-c3ccccc3)c2c1
→ -1.3, 22, 13, 14, 0, 10, -1, -8, -15
O=C(CCN1C(=O)S/C(=C\c2ccc(F)cc2)C1=O)Nc1ccc(C(=O)O)c(O)c1
→ -1.0, -10, 8, 15, 1, 13, -1, 4, 3
Cc1sc2ncn(CC(=O)NCCCC(=O)N3CCC(C)CC3)c(=O)c2c1C
→ 0.2, -3, 11, 1, -3, -28, -6, -3, -3
COc1ccc(OC)c(CN2C(=O)c3ccccc3C2C(=O)NCC2CCCO2)c1 (stereo not drawn)
→ 0.2, -13, -8, 6, -7, 5, -2, 1, 18

# (continued)
structure	CHOP UPR activ	Mdm2 MdmX PPI	TIM10 inh	tim23-1 inh	APJ agonist	tim10-1 inh	XBP1 UPR activ	CXCR6 inh	APJ antagonist
C=CCNC(=O)C(C)N1c2cccc3cccc(c23)S1(=O)=O (stereo not drawn)	-2.1	-6	6	3	-4	-6	-5	-8	-9
COC(=O)c1ccccc1NC(=O)CSc1nc2c(c(=O)[nH]1)CCC2	1.4	33	11	16	-2	17	-4	3	13
CCN(c1ccc(NC(=O)COC(=O)c2ccc([N+](=O)[O-])o2)cc1)C(C)C	5.1	12	-25	-15	5	-236	3	-14	-26
Cc1ccc(S(=O)(=O)NCC2CCC(C(=O)NCc3cccs3)CC2)cc1 (stereo not drawn)	-1.4	-8	-8	-15	-2	1	-5	9	8
CNS(=O)(=O)c1cccc(C(=O)OCC(=O)Nc2ccc(Cl)cc2F)c1	-1.1	-51	4	28	2	5	1	-1	-25
CCOc1ccc(C(=O)Nc2cccc(SC)c2)cc1	4.7	-87	2	10	0	-14	-1	-19	3
CCOC(=O)C1CCN(C(=O)COC(=O)CN(C)S(=O)(=O)c2ccc(NC(C)=O)cc2)CC1	0.7	27	2	13	-2	8	-4	-5	3
CCC(C)Sc1cccc(-c2nc3ccc(Cl)cn3c2NCc2ccccc2)c1 (stereo not drawn)	10.0	66*	9	20	11	22	3	6	-56
COC(=O)c1c(C)c(C)nc(N)c1C#N	-1.9	28	-7	5	-1	-10	-3	-8	10
O=C(NCc1cn2ccccc2n1)c1ccc(Br)o1	-1.6	27	-7	-4	0	2	2	-2	2
O=[N+]([O-])c1cccc2c(S(=O)(=O)N3CCCCC3)cccc12	0.7	6	-13	6	4	-15	6	-11	-9
COCCn1c(-c2ccsc2)nc2c1c(=O)[nH]c(=O)n2CC(C)C	-1.2	8	3	3	-3	-1	4	-1	5
